# Screening results deposited in PubChem by several laboratories.
# Y pestis TopoI – inhibitors of Yersinia pestis topoisomerase I; activity, % at 10 µM; 360,000 tested, 0.064% active; Y. pestis Topo-I cleavage product accumulation, plate reader; in the data active = activity above about 50%, passing the limit was not always enough; inconclusive = no clear call, values can overlap the other calls; note: inactives centre near 2
# PfHsp40 yeast – restores yeast growth despite PfHsp40 toxicity; S. cerevisiae expressing PfHsp40, growth rescue, ATP luminescence; growth rescue, % at 12.5 µM; 340,000 tested, 0.68% active; AID 504582; in the data active = growth rescue above about 28%, passing the limit was not always enough; inconclusive = no clear call, values can overlap the other calls;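 note: yeast W303a lacking pdr1 and pdr3 grown in galactose medium; growth measured after three days at 30 °C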
# FadD28 FP inh – blocks FadD28 binding to the bisubstrate probe | fluorescence polarization | inhibition, % at 12.5 µM | 360,000 tested, 0.22% active | AID 588549; in the data active = inhibition above about 8.5%, passing the limit was not always enough; inconclusive = no clear call, values can overlap the other calls
# Anthrax LF prot – inhibitors of Bacillus anthracis lethal factor protease; P15917; multiplex microsphere protease cleavage assay, LF; inhibition, % at 10 µM; 360,000 tested, 0.12% active; note: plate controls were buffer without enzyme for full effect and enzyme alone for no effect
# BoNT A protease – BoNT A light chain protease inhibition; multiplex microsphere protease substrate cleavage, flow cytometry; inhibition, % at 10 µM; 360,000 tested, 0.17% active; note: plate controls were buffer without enzyme for full effect and enzyme alone for no effect
# TcdB inh – TcdB glycohydrolase inhibition; TcdB glycohydrolase enzymatic assay, plate reader; AID 652162; P18177; inhibition, % at 9.99 µM; 350,000 tested, 0.24% active; in the data active = inhibition above about 10%
# BoNT F protease – BoNT F light chain protease inhibition; Multiplex microsphere protease cleavage assay, flow cytometry; inhibition, % at 10 µM; 360,000 tested, 0.22% active; in the data active = inhibition above about 35%, passing the limit was not always enough; inconclusive = no clear call, values can overlap the other calls; note: plate controls were buffer without enzyme for full effect and enzyme alone for no effect
# CCHF vOTU inh – CCHFV vOTU protease inhibition; Pep-AMC fluorescence; inhibition, % at 11.5 µM; 370,000 tested, 0.55% active; AID 651958; in the data active = inhibition above about 30%; note: 0% = vehicle wells with enzyme and 100% = no enzyme wells
# PrPC TRFRET – cell surface PrPC inhibition, primary TR-FRET screen; TR-FRET read-out; inhibition, % at 13.8 µM; 370,000 tested, 0.43% active; AID 720596; in the data active = inhibition above about 24%; note: 0% = median of the test wells and 100% = reference compound wells
# Starred values were filed as active, the others as inactive; ? = inconclusive; · = no result given. Cut-off read from the data, not from the text of the source, unless noted: active = inhibition above about 30%; inconclusive = no clear call, values can overlap the other calls; inactive = below that.
nr	smiles	Y pestis TopoI	PfHsp40 yeast	FadD28 FP inh	Anthrax LF prot	BoNT A protease
1	CCOC(=O)c1c(C)n(-c2ccc(OC)cc2)c2ccc(O)c(CN(C)C)c12	12	-1.2	1.1	4	-0.7
2	COc1cc(OC)c(OC)cc1CNCCc1cccc(F)c1	0	-1.6	0.6	14	0.0
3	COc1ccc(CC2(CCc3ccncc3)C(=O)NC(=O)NC2=O)cc1	6	-2.1	-0.1	9	-0.5
4	COc1ccc(CCc2nnc(CCC(=O)NCc3cnn(-c4ccccc4C)c3)o2)cc1	12	-1.2	1.0	0	-0.4
5	CCOC(=O)C(=O)C1=CN(Cc2ccccc2)C=C(C#N)C1	9	0.7	-1.7	1	1.3
6	COc1cc2c(c(OC)c1)C(c1cccc(OC)c1OC)CC(=O)N2 (stereo not given)	7	0.3	-2.0	5	-0.3
7	CCN(CC)CCNC(=O)c1cn(CC)c2ccc(S(=O)(=O)N(C)C3CCCCC3)cc2c1=O	11	0.2	-1.1	0	-0.4
8	CCOc1ccc(Cl)cc1/C=C1/C(=O)ON=C1C	6	0.2	-1.1	13	0.3

nr	TcdB inh	BoNT F protease	CCHF vOTU inh	PrPC TRFRET
1	2.5	-4	-10	-12
2	0.7	-2	-7	0
3	-0.6	-4	8	-4
4	0.8	2	-13	4
5	1.4	-16	1	-4
6	1.4	-3	0	3
7	1.0	-2	12	-9
8	0.7	15	-1	1

# Values in list order from the list:
# CCHF vOTU inh for nos. 1 to 8 → -10, -7, 8, -13, 1, 0, 12, -1
# PfHsp40 yeast for nos. 1 to 8 → -1.2, -1.6, -2.1, -1.2, 0.7, 0.3, 0.2, 0.2

# Continued:
nr	smiles	Y pestis TopoI	PfHsp40 yeast	FadD28 FP inh	Anthrax LF prot	BoNT A protease
9	CC(C)(C)c1ccc(S(=O)(=O)N2CCN(CCC#N)CC2)cc1	-4	-1.1	-0.6	4	0.4
10	CCC1([N+](=O)[O-])COC(c2ccc(C)cc2)OC1 (stereo not given)	3	-0.6	-3.8	-1	-0.3
11	COc1ccccc1/C=N/NS(=O)(=O)c1ccccc1	-1	-0.2	-0.7	22	-3.7
12	C=CCN1C(=O)CSc2ccc(C(=O)NC3CCCCC3)cc21	-5	0.3	-3.9	0	1.9
13	FC(F)(F)c1cccc(CNC2CCN(Cc3ccccc3)CC2)c1	4	0.2	-0.7	·	·
14	Cc1cccc(NC(=O)CSc2nnc(CN3CCOCC3)n2C)c1C	-2	0.2	-0.7	-4	-1.1
15	Nc1cccc(C(=O)Nc2cccc3ncccc23)c1	-1	-1.2	-2.1	-16	-4.9
16	CC1(C)CC(=O)c2cc(OCC(=O)N3CCN(c4ccccc4F)CC3)ccc2O1	18	2.0	1.9	-2	-0.7

nr	TcdB inh	BoNT F protease	CCHF vOTU inh	PrPC TRFRET
9	1.2	-1	-1	7
10	1.3	-3	-14	1
11	0.0	-13	-7	5
12	0.9	4	13	10
13	-9.7	·	4	6
14	-2.9	1	-5	3
15	-2.0	?	-16	0
16	5.8	-8	-16	1

nr	smiles	Y pestis TopoI	PfHsp40 yeast	FadD28 FP inh	Anthrax LF prot	BoNT A protease
17	CCCNC(=O)CCn1c(-c2ccc(C)cc2)cc(C(=O)OCC)c1C	16	1.0	-1.4	-6	-1.6
18	CCOC(=O)N1CCC(NC(=O)Cc2cn(C)c3ccccc23)CC1	-1	-1.0	-1.1	0	0.1
19	C=CCSc1nnc2c(n1)OC(C)=Nc1ccc(Br)cc1-2	-11	-0.5	-2.0	0	1.3
20	Cc1c(C(=O)Nc2cccc(Cl)c2)oc2ccc(S(=O)(=O)N3CCC4(CC3)OCCO4)cc12	0	0.1	-0.7	0	-0.3
21	O=C(CCCc1ccccc1)NCc1ccc(F)cc1	1	1.3	-2.0	0	-0.2
22	Cc1ccc(Nc2nc(CSc3nnc(-c4ccc(F)cc4)n3C)cs2)cc1	23	0.0	-1.0	0	0.6
23	C=CCOc1ccc(-c2n[nH]c(=S)o2)cc1	3	7.6	-3.0	-5	-0.6
24	O=C(CSc1nnc(CNC(=O)c2ccccc2F)o1)NC1CCCC1	1	-0.4	-4.5	-2	0.1

nr	TcdB inh	BoNT F protease	CCHF vOTU inh	PrPC TRFRET
17	·	-15	14	-5
18	·	-3	3	-3
19	0.9	5	-5	0
20	1.1	-5	·	·
21	-0.2	-5	-12	-4
22	·	-3	1	6
23	1.5	6	-2	0
24	-0.7	0	5	5

nr	smiles	Y pestis TopoI	PfHsp40 yeast	FadD28 FP inh	Anthrax LF prot	BoNT A protease
25	O=C(Nc1ccc(S(=O)(=O)NCc2cccnc2)cc1)c1ccco1	-3	0.1	-2.5	-7	-2.6
26	COCCCNC(=O)C1CC(=O)N(CCc2ccc(OC)c(OC)c2)C1 (stereo not given)	-5	-0.3	-4.1	-4	-0.1
27	CC(=O)NC1C(OCc2cccc(Br)c2)OC(COC(C)=O)C(OC(C)=O)C1OC(C)=O (stereo not given)	1	-1.1	-0.4	-4	-0.9
28	Cc1nn(C)cc1CN(C)S(=O)(=O)c1cccc([N+](=O)[O-])c1	-1	0.0	0.2	-4	-0.7
29	C=CCn1c(O)c(N=NC(=O)CNC(=O)c2cccs2)c2ccccc21	4	-0.9	-3.7	-1	0.3
30	O=C(NNC(=O)c1cccnc1)Nc1ccccc1	-4	-0.7	0.1	-3	-1.2
31	O=C(CCc1nnc(Cc2ccc3c(c2)OCO3)o1)NCc1nc2ccccc2s1	2	-1.0	-0.8	0	0.6
32	O=C(CSc1ncnc2c1sc1ccccc12)Nc1ccc(Br)cc1	-2	-1.3	-4.9	0	0.7

nr	TcdB inh	BoNT F protease	CCHF vOTU inh	PrPC TRFRET
25	·	-22	-14	1
26	·	-1	-3	1
27	-1.0	-4	-22	7
28	0.3	-2	8	-17
29	2.1	1	-8	-34
30	·	-25	-20	-7
31	0.6	-5	7	7
32	0.5	-4	3	10

nr	smiles	Y pestis TopoI	PfHsp40 yeast	FadD28 FP inh	Anthrax LF prot	BoNT A protease
33	CCCCN1C(Nc2ccccc2)=NC[C@@H]1CC(C)C	1	-0.7	-1.2	10	0.0
34	COc1cc(/C=C/C(=O)OCC(=O)NCCN2C(=O)CSC2=O)ccc1OCC#N	-3	0.1	-0.4	6	-2.5
35	COc1ccc(CNC(=O)C/C(C)=N/NC(=O)COc2cccc(C)c2)cc1	11	-0.6	-4.8	-13	-2.0
36	CN(CC(=O)NCc1ccc(F)cc1)Cc1ccc(Br)cc1	24	-0.5	-7.4	-14	-2.3
37	CCc1ccc(NC(=O)CS(=O)CC(=O)Nc2ccc(F)cc2F)cc1 (stereo not given)	-1	-0.4	2.8	-3	0.1
38	Clc1cccc(Cl)c1Cn1cnc2c(NCc3ccco3)ncnc21	26	0.3	-0.5	-3	-0.4
39	COc1ccc(-c2nc(NC(=O)C3CCN(c4nc5ccccc5o4)CC3)sc2C)cc1	-3	0.4	-0.1	14	-2.0
40	COC(=O)C1C2OC(C(Br)C2Br)C1C(=O)OC (stereo not given)	-6	·	-2.8	-6	-0.1

nr	TcdB inh	BoNT F protease	CCHF vOTU inh	PrPC TRFRET
33	0.7	-2	6	1
34	1.1	-2	-5	9
35	0.6	-11	8	3
36	1.4	-23	10	-4
37	·	-5	-7	3
38	0.8	0	·	·
39	·	-8	14	1
40	2.0	-1	-4	0

nr	smiles	Y pestis TopoI	PfHsp40 yeast	FadD28 FP inh	Anthrax LF prot	BoNT A protease
41	S=c1nc(-c2ccccc2)n(CCN2CCOCC2)c2c1CCCC2	-3	0.1	-0.3	0	0.4
42	Cc1cc(C(=O)N/N=C/c2ccc[nH]2)n[nH]1	-3	0.0	-0.1	-1	-0.5
43	O=C(CCNC(=O)N1CC(=O)Nc2ccccc21)NCc1ccc(F)cc1	0	-2.2	-1.2	-3	-2.0
44	CN(Cc1ccccc1)C(NC(=O)c1ccccc1)C(Cl)(Cl)Cl (stereo not given)	-12	0.4	-0.1	0	0.0
45	CC(=O)Nc1ccc(Nc2nc(Cl)nc(Nc3ccc(NC(C)=O)cc3)n2)cc1	9	0.8	-1.3	1	0.1
46	O=C(NNc1ccccc1)c1ccc(Cl)c(Cl)c1	2	1.1	-4.1	0	-0.2
47	O=C(Nc1ccccc1NC(=O)c1ccccc1Cl)c1ccccc1Cl	-3	0.0	-6.1	-13	-3.5
48	Cc1ccc(Cl)c(NC(=O)COC(=O)C2CCC2)c1Cl	-3	-0.4	-3.4	-3	-3.0

nr	TcdB inh	BoNT F protease	CCHF vOTU inh	PrPC TRFRET
41	·	-10	14	3
42	-0.3	-1	10	2
43	-0.5	-4	11	1
44	·	1	2	2
45	0.1	-3	-9	0
46	7.4	2	4	1
47	1.3	?	-8	-6
48	0.5	-8	12	-25

nr	smiles	Y pestis TopoI	PfHsp40 yeast	FadD28 FP inh	Anthrax LF prot	BoNT A protease
49	COc1ccc(-c2cn3cccnc3n2)cc1NC(=O)C(C)C	-1	-0.4	0.8	-5	-0.3
50	CN1CCC(OC(=O)COc2ccc(Cl)cc2Cl)CC1	-4	0.3	-2.7	-3	0.0
51	O=C(NC1CCN(C(=O)Nc2ccccc2)CC1)C1CCCCC1	6	-0.3	0.2	-6	-0.7
52	O=C1CCC([N+](=O)[O-])C(c2cc3c(cc2Cl)OCO3)N1 (stereo not given)	0	0.0	-2.5	-1	0.0
53	CCCCN(CCCNC(=O)CN1C(=O)COc2ccccc21)c1ccccc1	29	-0.2	2.1	?	?
54	CCOC(=O)c1c(C)oc2cc(Br)c(OCC(N)=O)cc12	1	-0.3	-0.9	0	0.6
55	COc1ccc(S(=O)(=O)N2CCN(C3CCCC(C)C3)CC2)cc1 (stereo not given)	8	-0.7	-3.6	-12	2.6
56	O=C(NC1(C(F)(F)F)NC(=O)N(Cc2cccnc2)C1=O)c1cccs1 (stereo not given)	5	-0.5	-0.5	0	-0.6
57	COc1ccc([C@H]2[C@H](C(=O)C(C)(C)C)N3N=Cc4ccccc4C3[C@]23N=C(c2ccccc2)OC3=O)cc1OC (stereo not given in full)	-3	0.0	-1.4	-9	0.5

nr	TcdB inh	BoNT F protease	CCHF vOTU inh	PrPC TRFRET
49	1.2	2	-22	-5
50	0.3	-5	-5	-6
51	·	-4	-4	-2
52	·	-1	-15	0
53	·	?	-5	-4
54	·	-2	8	-5
55	1.9	18	11	-2
56	·	-7	5	1
57	·	-4	·	·

# A different layout for some results above:
# Results follow in this order: Y pestis TopoI	PfHsp40 yeast	FadD28 FP inh	Anthrax LF prot	BoNT A protease	TcdB inh	BoNT F protease	CCHF vOTU inh	PrPC TRFRET
(1) CCOC(=O)c1c(C)n(-c2ccc(OC)cc2)c2ccc(O)c(CN(C)C)c12
 : 12	-1.2	1.1	4	-0.7	2.5	-4	-10	-12
(2) COc1cc(OC)c(OC)cc1CNCCc1cccc(F)c1
 : 0	-1.6	0.6	14	0.0	0.7	-2	-7	0
(3) COc1ccc(CC2(CCc3ccncc3)C(=O)NC(=O)NC2=O)cc1
 : 6	-2.1	-0.1	9	-0.5	-0.6	-4	8	-4
(4) COc1ccc(CCc2nnc(CCC(=O)NCc3cnn(-c4ccccc4C)c3)o2)cc1
 : 12	-1.2	1.0	0	-0.4	0.8	2	-13	4
(5) CCOC(=O)C(=O)C1=CN(Cc2ccccc2)C=C(C#N)C1
 : 9	0.7	-1.7	1	1.3	1.4	-16	1	-4
(6) COc1cc2c(c(OC)c1)C(c1cccc(OC)c1OC)CC(=O)N2 (stereo not given)
 : 7	0.3	-2.0	5	-0.3	1.4	-3	0	3
(7) CCN(CC)CCNC(=O)c1cn(CC)c2ccc(S(=O)(=O)N(C)C3CCCCC3)cc2c1=O
 : 11	0.2	-1.1	0	-0.4	1.0	-2	12	-9
(8) CCOc1ccc(Cl)cc1/C=C1/C(=O)ON=C1C
 : 6	0.2	-1.1	13	0.3	0.7	15	-1	1
(9) CC(C)(C)c1ccc(S(=O)(=O)N2CCN(CCC#N)CC2)cc1
 : -4	-1.1	-0.6	4	0.4	1.2	-1	-1	7
(10) CCC1([N+](=O)[O-])COC(c2ccc(C)cc2)OC1 (stereo not given)
 : 3	-0.6	-3.8	-1	-0.3	1.3	-3	-14	1
(11) COc1ccccc1/C=N/NS(=O)(=O)c1ccccc1
 : -1	-0.2	-0.7	22	-3.7	0.0	-13	-7	5
